ssDAF-12 act: S. stercoralis DAF-12 activation, primary screen; HEK293 ssDAF-12/GRIP1 lit1-tk-luc reporter, luminescence; % of 3 µM dafachronic acid response; activation, % at 6.8 µM; actives 1% (n = 370,000); AID 652126;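 active = activation above the mean over all tested compounds plus 3 SD, cut at about 0.9% in these data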;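 note: 0% = DMSO-only wells and 100% = 3 µM delta7-dafachronic acid wells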
PLC-gamma1 inh: PLC-gamma1 (human) inhibition, primary screen; P19174; purified PLC-gamma1, fluorogenic substrate, fluorescence; inhibition, % at 12.2 µM; actives 0.84% (n = 370,000); AID 720700; in the data active = inhibition above about 9.5%
GAA850 FXN act: activators of GAA850 frataxin (FXN) promoter | HEK293 lucGAA850 FXN promoter luciferase reporter, 24 h; percent of 10 µM SAHA response | actives 0.56% (n = 360,000) | AID 540364 | activation, % at 6 µM;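 active = activation above the average of all compounds screened plus 3 SD, cutoff fixed separately per campaign, cut at about 7.5% in these data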;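 note: 0% = DMSO wells and 100% = 10 µM SAHA wells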
ADAM10 inh: inhibits human ADAM10; O14672; recombinant ADAM10, EDANS/DABCYL FRET peptide cleavage, 3 h; inhibition, % at 7 µM; actives 0.62% (n = 370,000); AID 720582;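 active = inhibition above a per-campaign cutoff equal to the mean of compounds falling between control-based bounds plus 3 SD, cut at about 20% in these data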;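 note: 0% = DMSO wells while the 100% control is not disclosed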
Target sequence (O14672 214-748 limits assumed): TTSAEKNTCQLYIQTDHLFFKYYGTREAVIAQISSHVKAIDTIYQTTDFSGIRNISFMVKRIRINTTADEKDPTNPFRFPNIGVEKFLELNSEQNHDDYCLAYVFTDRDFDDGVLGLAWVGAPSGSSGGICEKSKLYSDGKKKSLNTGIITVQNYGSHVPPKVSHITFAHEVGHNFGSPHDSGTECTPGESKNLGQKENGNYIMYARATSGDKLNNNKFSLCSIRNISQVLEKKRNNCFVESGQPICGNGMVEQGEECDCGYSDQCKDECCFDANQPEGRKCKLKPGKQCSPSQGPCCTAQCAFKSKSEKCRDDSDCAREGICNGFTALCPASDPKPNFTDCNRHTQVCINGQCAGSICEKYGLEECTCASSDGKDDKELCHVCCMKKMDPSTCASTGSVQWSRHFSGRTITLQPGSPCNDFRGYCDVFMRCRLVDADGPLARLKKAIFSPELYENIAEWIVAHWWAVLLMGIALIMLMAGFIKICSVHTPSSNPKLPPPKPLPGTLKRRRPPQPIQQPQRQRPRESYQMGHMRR
hcDAF-12 act: activators of H. contortus DAF-12 nuclear receptor | HEK293 hcDAF-12 lit1-tk-luc reporter, luminescence; 0% DMSO, 100% Δ7-dafachronic acid | activation, % at 6.8 µM | actives 1.4% (n = 370,000);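 active = activation above the mean of all tested compounds plus 3 SD, cut at about 5.5% in these data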;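 note: 100% = response to 3 µM Δ7-dafachronic acid high control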
DAX1 inh-1: NR0B1 (DAX1) inhibition; P51843; HEK293 Gal4-DAX1 luciferase reporter, luminescence; inhibition, % at 6.75 µM; actives 0.99% (n = 340,000); AID 504766;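 active = inhibition above the mean over all tested compounds plus 3 SD, cut at about 4.2% in these data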;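 note: 0% = DAX1-transfected cells with DMSO and 100% = empty-vector control cells with DMSO; inhibition shows as a rise in luminescence from relieved DAX1 repression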
HGIII-sPLA2 inh: Blocks human group III sPLA2 activity | Q9NZ20 | QFRET BODIPY PC-A2 liposome hydrolysis, fluorescence | inhibition, % at 12.2 µM | actives 0.56% (n = 370,000);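 active = inhibition above mean plus 3 SD of compounds lying within the high and low control bounds, cut at about 19% in these data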;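 note: 0% = median of test compound wells and 100% = no enzyme DMSO wells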
Target sequence (Q9NZ20 whole entry, looked up): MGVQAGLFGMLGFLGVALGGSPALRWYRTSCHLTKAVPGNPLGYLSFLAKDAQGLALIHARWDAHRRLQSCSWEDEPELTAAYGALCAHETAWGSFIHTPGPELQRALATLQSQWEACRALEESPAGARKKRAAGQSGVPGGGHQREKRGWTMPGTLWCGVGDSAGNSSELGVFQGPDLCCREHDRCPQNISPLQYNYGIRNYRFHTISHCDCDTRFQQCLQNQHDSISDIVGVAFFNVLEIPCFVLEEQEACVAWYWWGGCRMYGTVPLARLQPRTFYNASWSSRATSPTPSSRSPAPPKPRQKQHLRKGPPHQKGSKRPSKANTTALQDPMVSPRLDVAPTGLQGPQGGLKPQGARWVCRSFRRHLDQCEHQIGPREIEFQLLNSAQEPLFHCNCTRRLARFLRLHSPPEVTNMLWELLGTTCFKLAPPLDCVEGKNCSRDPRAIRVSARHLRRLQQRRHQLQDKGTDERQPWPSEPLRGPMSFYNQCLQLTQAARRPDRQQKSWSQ
DAX1 inh-2: DAX1 (NR0B1) inhibition, primary screen; HEK293T StAR-luciferase reporter, SF-1/DAX-1 repression relief; inhibition, % at 6.8 µM; actives 1.1% (n = 370,000); AID 652010;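 active = inhibition above the mean over all tested compounds plus 3 SD, cut at about 3.6% in these data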;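 note: 0% = DAX-1 cells with DMSO and 100% = cells lacking DAX-1 with DMSO; higher inhibition means more luminescence from relief of DAX-1 repression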
ADAM17 inh: inhibitors of human ADAM17 | P78536 | recombinant ADAM17, EDANS/DABCYL FRET peptide cleavage | inhibition, % at 6.95 µM | AID 720648 | actives 0.83% (n = 370,000);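 active = inhibition above the mean of compounds lying between control limits plus 3 SD, set per campaign, cut at about 8.5% in these data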;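 note: 0% = DMSO-only wells as the low control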
hgDAF-12 ag: hgDAF-12 agonism, primary luciferase screen; activation, % at 6.8 µM; actives 1.8% (n = 370,000); HEK293 GAL4-hgDAF12 UAS-luciferase reporter, agonist luminescence; normalized to butyrate control; AID 687014;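 active = activation above a cutoff set at the mean of all screened compounds plus 3 SD, cut at about 10% in these data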;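 note: 0% = DMSO wells and 100% = sodium butyrate wells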
PLC-beta3 inh: blocks human PLC-beta3 enzyme activity. actives 0.18% (n = 370,000). Purified PLC-beta3, fluorogenic substrate, fluorescence. Q01970. AID 720704. inhibition, % at 12.2 µM; in the data active = inhibition above about 11%;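 note: 0% = median of compound wells on plate and 100% = full blocker control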
Numbers without * were called inactive; i = inactive; · = not tested or not shown.

Molecule	ssDAF-12 act	PLC-gamma1 inh	GAA850 FXN act	ADAM10 inh	hcDAF-12 act	DAX1 inh-1	HGIII-sPLA2 inh	DAX1 inh-2	ADAM17 inh	hgDAF-12 ag	PLC-beta3 inh
CN(C)S(=O)(=O)N1CCC(Oc2ccc(C(=O)N3CCCCCC3)cc2)CC1	-1.2	4	0.0	-3	-1.4	-1.1	-3	-2.5	-2	-1.9	4
CCOC(=O)[C@]12CCCC=C1N(CCc1ccc(OC)c(OC)c1)C(=O)[C@H](CC(=O)NCc1ccc(C)o1)C2	-1.3	0	·	-5	-1.1	·	-18	3.2	-2	0.9	2
CC(C)C(c1nnnn1C1CCCC1)N1CCCc2ccccc21 (centres undefined)	-1.9	5	-0.2	-8	-0.2	-0.2	9	-0.7	0	-1.2	1
CN1CCN(/N=C/c2ccc(N(c3ccccc3)c3ccccc3)cc2)CC1	-2.9	i	-15	-108	-3.8	-2.0	6	-4.4	-38	-9.2	i
Cc1ccc(C)c(C(=O)COc2ccccc2[N+](=O)[O-])c1	-0.3	0	5.6	3	0.3	-0.6	-7	-0.3	1	3.0	-1
COC(=O)c1ccc2nc(Nc3nc4ccc(F)cc4s3)sc2c1	-1.5	-89	-7.0	-150	1.4	-5.0	3	-1.0	-32	-11	-124
Cc1ccc(N2CCN(C3=NC(=O)/C(=C\c4cn[nH]c4-c4ccccc4)S3)CC2)cc1	-1.0	-6	0.7	5	-1.4	-1.0	2	-1.1	-4	-4.3	-8
COc1ccc(S(=O)(=O)N2CCCCC2c2cc(C(=O)Nc3ccc4c(c3)OCO4)no2)cc1 (centres undefined)	-1.5	3	1.6	6	-1.8	·	-7	-1.4	4	3.6	-2
CCCc1c(C(=O)N/N=C(\C)c2cc(C)sc2C)nnn1-c1nonc1N	-0.7	1	-0.4	-17	-0.6	0.7	14	-1.1	-2	-2.5	-5
O=[N+]([O-])c1cccc(COc2ccc(CN3CCOCC3)cc2)c1	1.4*	2	2.8	-7	7.8*	1.8	8	7.2*	1	20*	-4
CC(=O)N1CCC(N(C(=O)Nc2ccc(F)cc2)C2CCCC2)CC1	-1.5	-2	0.2	-12	-2.3	1.1	11	0.9	-4	-2.8	-2
CC(C)(C)c1cc(Br)ccc1OCC(=O)Nc1ncn[nH]1	-1.4	3	2.1	8	-1.6	-0.5	-15	-1.1	-1	-1.5	-2
CCOc1ccc(NC(=O)Nc2ccc3c(c2)nc(C)n3C)cc1	-1.3	0	2.9	3	-2.0	-1.0	-5	-0.7	-2	4.3	-6
COc1ccc(Nc2ncc3c(n2)CC(c2ccc(OC)cc2)CC3=O)cc1 (centres undefined)	-1.1	-23	2.3	-1	0.6	-0.3	-3	-0.8	1	-1.4	-30
CC(Oc1ccc(F)cc1Br)c1nc2ccccc2c(=O)[nH]1 (centres undefined)	-0.5	7	1.2	12	-1.8	-0.8	6	0.6	5	1.6	-2
NC(=O)CCN1CCC(c2nc3ccccc3s2)CC1	-1.1	-3	-1.3	-8	-0.1	0.9	-2	0.5	-3	1.3	-5
O=C(Nc1nc(N2C(=O)c3ccccc3C2=O)n(-c2ccccc2)n1)c1ccc(F)cc1	-0.9	1	-0.8	-5	-1.2	0.1	-7	-0.1	-6	0.1	0
COc1cc(NC(=O)c2ccc(CNc3c(N4CCCC4)c(=O)c3=O)cc2)cc(OC)c1OC	-1.3	2	0.4	1	-0.2	0.7	-1	0.5	-4	0.0	-3
Cc1ccc(C(=O)NC(C)CCc2ccccc2)cc1[N+](=O)[O-] (centres undefined)	-1.2	13*	-1.3	7	-2.9	-1.1	-11	-0.8	8	-0.7	3
CC(C)C[C@@]12C(=O)N(c3ccc(Br)cc3)C(=O)N1[C@H](c1ccc(Br)cc1)[C@@H]1C(=O)N(C(C)(C)C)C(=O)[C@@H]12	-1.3	2	17*	4	-0.8	0.4	6	0.5	-2	-0.9	4
CC1CCN(CC(=O)Nc2cccc(C(=O)Nc3cccc(C(F)(F)F)c3)c2)CC1	-1.9	4	2.2	13	-2.4	-2.5	-24	-1.1	6	-1.8	2
CC(NC(=O)COc1ccccc1Cl)c1ccccc1 (centres undefined)	-1.8	-1	-1.6	2	-4.0	-2.2	9	-0.7	-5	-1.9	-6
Cc1ccccc1NC(=O)Nc1nc(CN(C)C)cs1	-1.0	-2	2.3	-10	0.1	·	0	0.4	-2	2.6	0
COc1cc(/C=C/c2cc(C(=O)O)c3ccccc3n2)ccc1OC(F)F	-0.6	-66	4.2	-34	0.7	-0.9	-20	1.3	-20	1.1	-99
CC(=O)c1ccc(Nc2cc(C)nc3ccc(C)cc23)cc1	-1.6	-28	-0.1	5	-1.8	0.2	6	0.9	5	1.4	-41
O=C(NCc1ccccc1)/C(=C/c1cccc([N+](=O)[O-])c1)NC(=O)c1ccco1	-1.0	1	-0.4	1	-1.6	-0.8	1	0.4	-3	5.3	-9
CCNC(=O)O[C@@H]1C=C[C@@H](C#Cc2ccc(C(C)(C)C)cc2)O[C@@H]1COC(C)=O	-1.7	1	·	2	-4.4	·	-8	-1.0	0	-8.6	0
C#CCn1cc[n+](CC(=O)N(C)C)c1	-1.4	1	2.1	-1	2.7	0.2	-4	0.5	-1	-0.2	1
COc1ccc(CCNC(=S)N2CCC(Cc3ccccc3)CC2)cc1OC	-1.6	1	0.7	6	-1.9	-2.0	4	-0.8	1	-4.2	2
COc1ccc(NC(=S)NCc2ccc(Cl)cc2)c(OC)c1	-1.0	2	1.1	5	-0.9	0.1	14	0.1	3	-0.7	-1
CC1CCCCC1N(C)C1CCN(C(=O)CNC(=O)/C=C/c2cccc(Cl)c2)CC1 (centres undefined)	-1.2	-1	2.7	-12	-1.3	-0.3	5	-0.5	-2	2.5	-4
Cc1ccc(C(=O)NC(=S)N(C)C2CCCCC2)cc1	0.3	2	1.7	3	4.0	0.1	7	3.2	-3	11*	-5
CCS(=O)(=O)c1ccc2oc(SCC(=O)Nc3ccc(OC)cc3)nc2c1	-0.8	0	1.0	-1	-0.1	1.7	1	0.0	0	-0.7	4
CCN(CC)CCCOC(=O)C(c1ccccc1)c1ccccc1	-1.3	1	0.2	-7	1.7	2.6	9	1.9	-5	0.2	1
CCN(CC)S(=O)(=O)c1ccc(NC2c3ccccc3C(=O)N2Cc2ccco2)cc1 (centres undefined)	-0.6	5	-5.5	-15	0.2	-0.1	-4	-0.3	1	-2.4	-6
O=C(CC1CCCCC1)Nc1ccccc1-c1ccccc1	-0.6	1	1.8	5	-0.9	-1.1	1	0.4	1	0.7	4
COc1ccc(-c2nc(-c3cccs3)c(-c3cccs3)[nH]2)cc1O	-0.7	-118	0.4	-179	-0.7	-1.5	-17	-1.7	-48	-2.4	-160
CCCCCCn1cc(CN2CC(N3CCCC3)CS2(=O)=O)nn1 (centres undefined)	-1.0	1	·	-17	-0.1	·	5	-0.1	-2	0.9	1
CC(C)OP(=O)(Nc1cccc2ccccc12)OC(C)C	-1.9	3	12*	-11	-1.9	-0.6	4	-0.3	-1	-0.8	-1
Cc1cc(Cl)ccc1OCC(=O)Nc1ccc2oc(=O)ccc2c1	-0.1	-8	0.1	-3	5.0	-1.3	6	0.0	-5	0.9	-17
CN(C)CCCN(C(=O)/C=C/c1cccs1)c1nc2ccc(F)cc2s1	-1.4	-7	2.5	-5	-0.8	0.4	-8	-1.1	-5	-3.9	-13
Cn1ccc2c(N3CCC3)cc3c(c21)C1CCC3O1 (centres undefined)	-0.7	-25	·	-14	2.1	·	-10	-1.6	-2	4.2	-30
CC(C)NC(=O)Cn1c(SCC(=O)N2CCc3ccccc3C2)nc2ccccc21	-0.6	-5	0.7	-6	-0.3	-0.1	-8	-0.7	0	-1.8	-2
CCOC(=O)c1cc(-c2ccc(/C=N\n3cnnc3)o2)ccc1Cl	-1.9	-10	1.1	-47	0.1	-0.8	6	-0.9	-14	-1.1	-13
Cc1ccc2c(c1)N(CC(=O)OCC(=O)NCc1ccccc1)C(=O)CO2	-1.0	-1	0.1	-4	0.4	1.8	0	-0.3	-1	2.2	-5
Cc1cc(NCc2ccc3c(c2)OCO3)n2nc(C)nc2n1	-1.7	0	0.5	-15	-0.9	2.0	0	-0.1	0	-0.3	-2
CCOc1cc(CN2CCN(CCOCCO)CC2)ccc1OC	-0.5	2	1.0	3	-1.2	-0.4	7	0.4	-1	0.2	4
CCOC(=O)c1c(C)[nH]c(C)c1C(=O)COC(=O)CSc1ccc(C)cc1	-1.1	1	2.0	5	-1.8	-0.8	-23	0.1	4	1.7	-10
Cc1nn2c(NCCN3CCOCC3)c3c(nc2c1-c1ccccc1)CCCC3	-2.0	-28	1.6	-4	1.6	-1.3	12	0.5	-5	0.4	-50
O=C(O)c1cccc(CN2C(=O)SC(Nc3ccccc3)C2=O)c1 (centres undefined)	-0.8	0	0.4	1	-0.3	0.2	-8	-0.9	-6	0.9	4

Additional compounds
Molecule	ssDAF-12 act	PLC-gamma1 inh	GAA850 FXN act	ADAM10 inh	hcDAF-12 act	DAX1 inh-1	HGIII-sPLA2 inh	DAX1 inh-2	ADAM17 inh	hgDAF-12 ag	PLC-beta3 inh
CCCCn1c(N)c(N(CC)C(=O)c2cccs2)c(=O)[nH]c1=O	-1.1	-1	2.0	-24	-0.2	0.3	16	-0.8	2	-1.0	0
CN(C(=O)c1ccc(NC(=O)Cc2ccc(NC(=O)C3CCCN(C(=O)C4CCCC4)C3)cc2)cc1)C1CCCC1 (centres undefined)	-1.2	3	-0.3	2	-0.8	-1.8	-30	-0.6	0	-1.2	1
CCCOc1ccc(C(=O)Nn2c(C)nc3ccccc3c2=O)cc1	-0.6	2	-1.7	5	-2.7	-1.3	0	-0.3	1	-1.1	2
CC(C)CC(NC(=O)C1CCCN1C(=O)CNC(=O)OCc1ccccc1)C(=O)O (centres undefined)	-0.7	1	1.0	11	-1.4	-0.8	0	-0.6	1	4.3	-2

Four entries drawn at random from the list so far:
Molecule	ssDAF-12 act	PLC-gamma1 inh	GAA850 FXN act	ADAM10 inh	hcDAF-12 act	DAX1 inh-1	HGIII-sPLA2 inh	DAX1 inh-2	ADAM17 inh	hgDAF-12 ag	PLC-beta3 inh
CN(C(=O)c1ccc(NC(=O)Cc2ccc(NC(=O)C3CCCN(C(=O)C4CCCC4)C3)cc2)cc1)C1CCCC1 (centres undefined)	-1.2	3	-0.3	2	-0.8	-1.8	-30	-0.6	0	-1.2	1
CC(C)CC(NC(=O)C1CCCN1C(=O)CNC(=O)OCc1ccccc1)C(=O)O (centres undefined)	-0.7	1	1.0	11	-1.4	-0.8	0	-0.6	1	4.3	-2
CCCCn1c(N)c(N(CC)C(=O)c2cccs2)c(=O)[nH]c1=O	-1.1	-1	2.0	-24	-0.2	0.3	16	-0.8	2	-1.0	0
CCCOc1ccc(C(=O)Nn2c(C)nc3ccccc3c2=O)cc1	-0.6	2	-1.7	5	-2.7	-1.3	0	-0.3	1	-1.1	2

High-throughput results: PubChem, The Scripps Research Institute Molecular Screening Center
